N370S GC: N370S glucocerebrosidase modulation, Gaucher chaperone candidate; N370S GC spleen homogenate, 4MU-glucoside fluorescence; P04062; hit rate 0.092% among 330,000; AID 2101; Potency, µM (series often up to 59.4 µM), for the others: top-dose activity change, negative = inhibition, usual class: inhibitors;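 further: 0% = full enzyme activity and -100% = no enzyme basal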
GCN5L2 inh: inhibitors of human GCN5L2 histone acetyltransferase; Q92830; GCN5L2 HAT assay, ThioGlo1 CoA-SH fluorescence; Potency, µM (titrated, usually from 58.9 µM), without a hit: top-dose activity change, negative = inhibition, hits mostly inhibitors; hit rate 0.21% among 390,000; AID 504327
Target sequence (Q92830 whole entry, looked up): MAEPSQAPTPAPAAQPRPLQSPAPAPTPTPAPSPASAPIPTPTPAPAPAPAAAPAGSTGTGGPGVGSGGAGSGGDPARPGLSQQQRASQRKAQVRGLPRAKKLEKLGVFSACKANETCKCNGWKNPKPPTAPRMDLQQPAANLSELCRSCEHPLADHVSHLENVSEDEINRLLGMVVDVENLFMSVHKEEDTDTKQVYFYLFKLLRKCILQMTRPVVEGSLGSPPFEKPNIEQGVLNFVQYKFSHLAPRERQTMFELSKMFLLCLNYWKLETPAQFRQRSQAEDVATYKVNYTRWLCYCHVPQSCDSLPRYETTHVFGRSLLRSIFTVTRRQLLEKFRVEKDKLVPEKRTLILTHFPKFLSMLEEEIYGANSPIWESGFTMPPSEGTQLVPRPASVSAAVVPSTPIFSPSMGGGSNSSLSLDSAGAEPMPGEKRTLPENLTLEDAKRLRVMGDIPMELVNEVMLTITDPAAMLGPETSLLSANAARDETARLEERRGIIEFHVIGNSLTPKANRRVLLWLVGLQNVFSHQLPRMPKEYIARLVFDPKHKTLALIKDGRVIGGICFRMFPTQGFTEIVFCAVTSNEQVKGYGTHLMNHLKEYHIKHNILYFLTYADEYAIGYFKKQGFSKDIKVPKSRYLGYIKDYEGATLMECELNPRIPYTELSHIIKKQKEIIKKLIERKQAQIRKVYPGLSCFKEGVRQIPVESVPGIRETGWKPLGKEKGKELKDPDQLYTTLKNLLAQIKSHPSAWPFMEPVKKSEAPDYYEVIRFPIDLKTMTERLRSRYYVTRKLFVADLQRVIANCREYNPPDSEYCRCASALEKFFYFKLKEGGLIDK
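qHTS, 1536-well. 20nM enzyme, pH 7.5 HEPES/EDTA/Tween-20 buffer; 15 min compound preinc., RT. Start: 75uM H3(1-25), 70uM AcCoA, 50uM ThioGlo1. Read Ex340/Em540 at t=0 (autofluorescence flag) and t=20 min.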
FEN1 inh: human FEN1 inhibition; Recombinant FEN1 flap cleavage, fluorescence, 15 min; Potency, µM (highest dose often 114 µM), inactives show at the highest dose activity change, negative = inhibition, actives largely listed as inhibitors; hit rate 0.35% among 390,000; further: nearly all actives have a fitted effect of over 65% in size
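With each library titrated from low to high concentration, compounds met 10 nM FEN1 for 15 min at room temperature before 50 nM substrate was added; readings at 0 and 15 min fed four-parameter Hill curve fits.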
Active calls of the source: *; ? = inconclusive; . = no result given; & = joins results of further samples. The call rests on the fitted dose curve; in most records, active means well fitted curve in the direction sought with a large enough effect; inconclusive means small, poorly fitted or top-dose-only effect, or another doubt; inactive means no such curve, though single readings can be large; an effect the other way counts as inactive or inconclusive. Unless noted, on the % scale 0 is the no-effect control and ±100 the full control effect; potency means the concentration at half of the fitted maximal effect. A portion of the library; the hit share may differ from the screen's.

SMILES	N370S GC	GCN5L2 inh	FEN1 inh
CCCCNc1nc2c(-c3ccccc3)nnn2c2ccccc12	3.4%	-9.9%	-3.9%
Brc1ccc(Cn2c(-c3ccc(Br)o3)nc3ccccc32)o1	?	-12.6%	-28.7%
Cc1ccc(C(=O)Nc2cccc3ccccc23)cc1	-0.5%	-26.8%	-17.6%
COc1ccccc1/C=C/C(=O)Nc1nc2n(n1)C(c1ccc(F)cc1)C=C(c1ccccc1)N2 (stereo not given)	.	-1.6%	-3.9%
Cc1cc(C)c(NC(=O)COC(=O)/C=C/c2cccc(C(F)(F)F)c2)c(C)c1	6.0%	1.6%	5.1%
Cc1nn(-c2ccccc2)c(C)c1C(=O)OCC(=O)N(C)c1c(N)n(Cc2ccccc2)c(=O)[nH]c1=O	-0.7%	-3.9%	?
CCn1cc(C(=O)NCc2ccco2)c(=O)c2ccc(C)nc21	-2.9%	-0.7%	-3.4%
CCCCc1nnc(NC(=O)c2cccc(S(=O)(=O)N3CCN(C)CC3)c2)s1	?	-10.2%	25.2%
Cc1ccc(NC(=O)C(=O)NCC(c2cccnc2)N2CCN(Cc3ccccc3)CC2)cc1Cl (stereo not given)	.	-3.6%	-0.6%
COc1ccccc1C(=O)Nc1cc2c(cc1C(=O)O)OCCCO2	-0.8%	-6.9%	-2.1%
O=C(COc1cccc2ccccc12)N/N=C/C=C/c1ccccc1	-1.1%	-9.2%	-2.2%
CCCn1c(SCC(=O)Nc2nnc(CC)s2)nnc1-c1ccco1	-16.7%	-0.1%	6.4%
COc1ccc(CCN(Cc2cccs2)S(=O)(=O)c2ccc(C(=O)O)cc2)cc1OC	-5.6%	-13.3%	1.2%
Cc1ccc(OCCn2c(=O)sc3ccccc32)cc1	19.8%	-3.6%	0.8%
COc1ccc(Cn2nnnc2CN2CCC(c3nc4ccccc4s3)CC2)cc1	-6.8%	-9.8%	-10.9%
COc1cc(CN2CCCCCC2)cc(OC)c1O	-1.3%	-2.6%	-9.5%
C/C(=N\NC(=O)c1c[nH]c2ccccc12)c1ccc(C)s1	3.6%	-0.6%	-10.1%
O=C(c1cc(Br)ccc1Cl)N1CCN(c2ccccn2)CC1	1.1%	2.0%	-6.3%
Cc1nc(NC(=O)c2cccc(-c3cc4ccccc4oc3=O)c2)ccc1Br	3.1%	-6.4%	-2.2%
CCOc1ccc(CN(C)CC(=O)NCc2ccccc2)cc1	-4.4%	-2.1%	8.3%
Cc1ccc(C)c(CN2CCC(CNC(=O)Cn3ncc4c([nH]c5ccccc54)c3=O)CC2)c1	.	-9.7%	-0.2%
CC(=O)c1cccc(OCCN2C(=O)NC(C)(C)C2=O)c1	4.1%	2.1%	0.5%
CC1CCCC(NC(=S)NC(=O)c2ccccc2Br)C1C (stereo not given)	5.6%	-14.8%	-16.9%
O=C(CSc1ccc(S(=O)(=O)N2CCOCC2)cn1)Nc1ccc(F)c(F)c1	.	-5.0%	9.1%
O=C(COC(=O)c1ccc(Cl)nc1)Nc1ccc(Cl)cc1	0.4%	-13.9%	8.5%
COc1ccccc1C1N(c2ccc(Cl)cc2)C(=O)C2CCCN21 (stereo not given)	-10.4%	1.3%	1.9%
COc1ccc(-n2c(SCC(=O)N(C)c3ccccc3)nc3c([nH]c4ccccc43)c2=O)cc1OC	2.6%	-1.9%	-3.6%
Cc1oc(-c2cccs2)nc1CS(=O)CC(=O)NC1CCCCCC1 (stereo not given)	-1.5%	-3.7%	-0.8%
O=C(O)CN1CCCCCC1=O	1.0%	-5.3%	-2.5%
CCn1c(CCn2ccnc2C)n[nH]c1=S	-1.3%	-12.2%	6.9%
COc1ccc(N2CCN(c3ccc(NC(=O)/C=C\C(=O)O)cc3)CC2)cc1	-2.6%	-4.7%	-16.0%
CCN(CC(=O)NCc1ccc(Cl)cc1)C(=O)COc1cccc(Cl)c1	-9.6%	-10.3%	15.8%
O=[N+]([O-])c1ccc(-c2nc(Nc3ccc(O)cc3)c3ccccc3n2)cc1	?	-3.3%	-5.1%
C=C(C)CSc1nc2nc(C)cc(C)n2n1	7.7%	3.8%	-15.0%
COc1ccc(C(CC(=O)Nc2ccc(OC)c(OC)c2)N2Cc3ccccc3C2=O)cc1 (stereo not given)	.	-8.1%	0.1%
CCN1CCN(c2ncnc3scc(-c4ccc(OC)cc4)c23)CC1	-16.2%	-2.6%	-3.5%
CCOC(=O)c1c(NC(C)=O)c2c3c(sc2n1Cc1c(C)cc(C)cc1C)CCCC3	.	-8.6%	-7.9%
COc1cc(/C=C2/NC(=O)NC2=O)cc(Br)c1OCc1ccccc1	-11.5%	-3.5%	6.6%
Cc1cc(C)nc(N(C#N)Cc2cccc(Cl)c2)n1	15.8%	-0.6%	13.0%
CCOC(=O)c1c(C)oc2nc(C)nc(N3CCN(c4ccc(OC)cc4)CC3)c12	.	-6.8%	2.4%

Reprinted from the part before: six entries, followed by the next part.
SMILES	N370S GC	GCN5L2 inh	FEN1 inh
COc1ccc(C(CC(=O)Nc2ccc(OC)c(OC)c2)N2Cc3ccccc3C2=O)cc1 (stereo not given)	.	-8.1%	0.1%
CCN1CCN(c2ncnc3scc(-c4ccc(OC)cc4)c23)CC1	-16.2%	-2.6%	-3.5%
CCOC(=O)c1c(NC(C)=O)c2c3c(sc2n1Cc1c(C)cc(C)cc1C)CCCC3	.	-8.6%	-7.9%
COc1cc(/C=C2/NC(=O)NC2=O)cc(Br)c1OCc1ccccc1	-11.5%	-3.5%	6.6%
Cc1cc(C)nc(N(C#N)Cc2cccc(Cl)c2)n1	15.8%	-0.6%	13.0%
CCOC(=O)c1c(C)oc2nc(C)nc(N3CCN(c4ccc(OC)cc4)CC3)c12	.	-6.8%	2.4%
CCOP(=O)(OCC)C(Nc1ccccc1)c1ccco1 (stereo not given)	6.2%	-8.1%	-13.3%
COc1ccc(Nc2c(-c3ccc(C)o3)nc3cc(C)ccn23)cc1	.	-5.6%	1.9%
Cc1cc(=O)oc2cc(NC(=O)c3cc4ccccc4o3)ccc12	16.1%	1.5%	.
Cc1ncccc1C(=O)N1CCCC(CNC(=O)C2(c3ccc(Cl)cc3)CC2)C1 (stereo not given)	-7.3%	-2.4%	-5.1%
CCCNc1nc(Cl)nc(NC(C)(C)C)n1	-23.7%	-4.0%	1.7%
CC(=O)NCC(=O)OCN1C(=O)c2ccccc2C1=O	12.6%	-2.1%	-0.3%
Cc1cccc(NC(=O)Cn2c(=O)n(Cc3ccco3)c(=N)c3c4c(sc32)COC(C)(C)C4)c1	-7.7%	-2.0%	-3.6%
Cc1nn(CC(=O)Nc2ccc3c(c2)nc(CN2CCCCC2)n3C)c(=O)c2ccccc12	1.5%	-17.8%	5.1%
CCN(CC)C(=O)CSc1nnc(CSc2ncccn2)n1C	-8.6%	?	-4.1%
O=C(N/N=C/c1cc([N+](=O)[O-])ccc1Cl)c1cnccn1	1.8%	-3.3%	10.4%
COc1ccccc1NC(=O)c1sc2ncn(Cc3cccc4ccccc34)c(=O)c2c1C	8.2%	17.3%	-16.0%
Cc1snc(SCC(=O)c2ccc([N+](=O)[O-])cc2)c1C#N	1.8%	6.31µM*	-8.9%
COC(=O)C1=C(N)Oc2cc(C)n(Cc3cccnc3)c(=O)c2C1c1cc(OC)ccc1OC (stereo not given)	-4.5%	-1.6%	-3.7%
CCN(CC(=O)Nc1ccc(C(=O)OC)cc1)C1CCCCC1	-8.1%	-4.6%	-10.8%
COc1ccc(S(=O)(=O)N(C)CC(=O)NCc2ccc3c(c2)OCO3)cc1	-8.3%	-4.3%	0.7%
CC(C)CCNC(=O)CSc1c2c(nc3ccc(Cl)cc13)CCCC2	.	-2.1%	-1.9%
O=C(Cn1c(=O)n(-c2ccc(F)cc2)c(=O)c2sc3ccccc3c21)NC1CCCCC1	.	-0.9%	-2.8%
CCOC(=O)c1sc(NC(=O)CSc2nnc(C(C)C)n2CC)nc1C	-2.6%	-5.7%	-2.8%
Cc1ccc(-c2c(=O)n(O)c3ccccc3[n+]2[O-])cc1	-7.6%	1.2%	-3.8%
CCN1CCCC1CNC(=O)c1cc(COc2ccc(C)c(C)c2)on1 (stereo not given)	-19.9%	-2.1%	-14.1%

Marked active in GCN5L2 inh, among the entries above:
SMILES	N370S GC	GCN5L2 inh	FEN1 inh
Cc1snc(SCC(=O)c2ccc([N+](=O)[O-])cc2)c1C#N	1.8%	6.31µM*	-8.9%

Other records follow:
SMILES	N370S GC	GCN5L2 inh	FEN1 inh
COc1ccc2[nH]c3c(c2c1)CCN1C(=O)C(CC(=O)NCc2ccco2)C[C@H](C(=O)N2CCOCC2)[C@@]31C (stereo not given in full)	.	-7.8%	-11.8%
O=S(=O)(c1cccc2c(Cl)cccc12)N1CCCNCC1	-15.0%&-10.3%&-8.4%&-24.1%	?	.
CCOc1ccc(Nc2nc(Cc3nnc(SCC(=O)c4ccc(C)c(C)c4)o3)cs2)cc1	9.3%	-3.2%	-12.8%
CCCOc1ccc(C(=O)Nc2ccc3c(c2)OCCO3)cc1	-6.5%	-7.0%	-1.1%
CCCNC(=O)C1CC(=O)N(c2ccc(OCC(=O)Nc3cccc(C)c3C)cc2)C1 (stereo not given)	0.8%	-2.2%	26.7%
Cc1cc(C)n(CCc2nc(-c3ccc(C)o3)cs2)n1	8.1%	-27.1%	-6.4%
CC1CN(C(=O)CCC(=O)N2CCCCC2)c2cc(Cl)ccc2O1 (stereo not given)	-0.3%	-18.1%	15.8%
O=C1[C@@H]2[C@H](C(=O)N1Cc1ccco1)[C@H]1C=C[C@@H]2C1	16.7%	-3.5%	0.8%
CCOc1cc(S(=O)(=O)n2cc(-c3ccc(F)cc3)c(N)n2)cc(OCC)c1OCC	5.1%	-15.5%	-19.6%
CCC1=NNc2cccc3c(OC)ccc1c23	-17.4%	-7.9%	.
O=C(COC(=O)c1cnccn1)Nc1ccc(Cl)cn1	-4.6%	2.0%	11.3%
CCOc1ccc(CCNC(=O)COC(=O)c2ccncc2)cc1OCC	.	-2.7%	10.5%
Cc1cc(NC(=O)CN2C(=O)NC3(CCCCC3)C2=O)no1	0.2%	0.0%	-17.2%
CCn1cc(C(=O)NCc2cccs2)c(=O)c2cc(S(=O)(=O)N3CCOCC3)ccc21	7.0%	-2.4%	15.8%
Cc1ccc(S(=O)(=O)N2CCOCC2)cc1NC(=O)COC(=O)C1(C)CC1(Cl)Cl (stereo not given)	.	-4.1%	-15.3%
CC(Sc1ccccn1)C(=O)NC1CCCC1 (stereo not given)	.	-3.1%	17.7%
CC(=O)c1ccccc1OCC(O)CN1CCN(c2ccccn2)CC1 (stereo not given)	-9.9%	-2.0%	13.1%
Cc1cccc(C)c1NC(=O)CNC(=O)c1ccc(COc2ccccc2)o1	.	-3.6%	-1.2%
O=c1c2c3nc4ccccc4nc3n(Cc3ccccc3)c2ncn1Cc1ccco1	3.7%	?	-17.6%
CCOC(=O)c1ccc(NC(=O)Nc2cc(C)cc(C)n2)cc1	?	-3.9%	.
CCOC(=O)N1CCN(S(=O)(=O)c2ccc3c(c2)CCN3C(=O)CC)CC1	5.7%	-1.3%	1.0%
Cc1ccc(Nc2nc(C(=O)N3CCC(C(=O)NC(C)C)CC3)cs2)cc1	-5.2%	17.2%	-13.0%
CCOc1ccc2c(c1)nc(NCCCO)n2Cc1ccccc1	-6.5%	-18.3%	-5.5%
Cc1ccc(S(=O)(=O)N2CCN(c3ccnc4cc(Cl)ccc34)CC2)cc1	-15.1%	-28.0%	4.8%
O=C(CN1CCN(C(=O)c2cccc(-n3cnnn3)c2)CC1)Nc1ccccc1Cl	.	-2.3%	-2.2%
Nc1ccc(-c2nc3ccc([N+](=O)[O-])cc3[nH]2)cc1	-5.2%	-6.1%	?
CCOC(=O)c1c(CC(C)C)csc1NC(=O)C(C)C	3.8%	12.8%	13.3%
O=C1N[C@H]2CC=C[C@H]2N(Cc2cccs2)c2ccccc21	.	-1.3%	15.2%
COc1cccc(N2CCN(CC(=O)NCc3cccs3)CC2)c1	2.9%	-20.3%	-4.4%
CCc1nn(CC(=O)N2CCN(CC)CC2)c(=O)c2cccn12	-10.4%	0.8%	-5.2%
COc1ccc(OC)c(C(=O)CCCC(=O)c2cc(OC)ccc2OC)c1	-1.8%	-12.3%	-3.2%
CCN(CC)S(=O)(=O)c1ccc(Cl)c(C(=O)Nc2cccnc2)c1	-14.2%	-1.1%	-8.4%
COc1nc(NCCO)nc(Nc2ccccc2F)n1	-24.1%	-1.5%	8.8%
Cc1ccc(-c2nnc(NCc3ccccc3)c3ccccc23)cc1	-15.2%	-10.9%	-6.1%
O=C(Oc1ccc(-c2nnco2)cc1)c1ccc(F)c(S(=O)(=O)N2CCOCC2)c1	-1.4%	8.8%	1.4%
O=C(Nc1nnc(-c2cccs2)s1)c1cccc(F)c1	0.9%	-0.6%	-9.1%

An excerpt from above, limited to N370S GC:
| Structure | N370S GC |
| --- | --- |
| Cc1ccc(S(=O)(=O)N2CCN(c3ccnc4cc(Cl)ccc34)CC2)cc1 | -15.1% |
| CCOC(=O)N1CCN(S(=O)(=O)c2ccc3c(c2)CCN3C(=O)CC)CC1 | 5.7% |
| CCc1nn(CC(=O)N2CCN(CC)CC2)c(=O)c2cccn12 | -10.4% |
| CCOc1ccc2c(c1)nc(NCCCO)n2Cc1ccccc1 | -6.5% |

Screens deposited in PubChem BioAssay by National Center for Advancing Translational Sciences (NCATS).
